# High-throughput results: PubChem BioAssay, several laboratories
# hgDAF-12 ag: H. glycines DAF-12 receptor agonists, primary screen, cell-based, luminescence, HEK293, GAL4 fusion, UAS-luciferase; Nuclear hormone receptor DAF-12 (Heterodera glycines), GAL4 fusion; HEK293 GAL4-hgDAF12 UAS-luciferase reporter, agonist luminescence; normalized to butyrate control; activation, % at 6.8 µM; actives 1.8% (n = 370,000); AID 687014, 2013;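 active = activation above a cutoff set at the mean of all screened compounds plus 3 SD, cut at about 10% in these data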;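 note: 0% = DMSO wells and 100% = sodium butyrate wells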
# Rev-erbA mod: modulators of Rev-erb alpha DNA binding, primary screen, biochemical, FITC-DNA, fluorescence polarization, uHTS; Nuclear receptor subfamily 1 group D member 1 (Homo sapiens), P20393; Rev-erbα–FITC-DNA binding, 90 min; activity, % at 10 µM; actives 0.79% (n = 370,000);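 active = activity above about 14%, limit read from the data; passing the limit was not always enough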;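 note: 0% = DMSO wells with 35 nM protein and 100% = DMSO wells with 750 nM protein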
# SMARCA2 act: SMARCA2 (BRM) function activators, primary screen, cell-based, luminescence, high throughput. MG213 cells, MMTV-luciferase reporter, dexamethasone, overnight. activation, % at 9.1 µM. actives 1% (n = 370,000). AID 652017, 2013; in the data active = activation above about 7.8%;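 note: 0% = vehicle wells and 100% = reference activator wells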
# MBD2 inh: inhibitors of MBD2 binding to methylated DNA, primary screen, biochemical, TR-FRET, DNA-binding domain, human; MBD2 binding to methylated oligonucleotide; Methyl-CpG-binding domain protein 2 (Homo sapiens), Q9UBB5; actives 0.31% (n = 370,000); inhibition, % at 4.4 µM; in the data active = inhibition above about 13%
# DAX1 inh-1: DAX1 (NR0B1) inhibitors, primary screen, cell-based, HEK293, Gal4-DAX1, luciferase luminescence. Nuclear receptor subfamily 0 group B member 1 (Homo sapiens), P51843. HEK293 Gal4-DAX1 luciferase reporter. inhibition, % at 6.75 µM. actives 0.99% (n = 340,000). AID 504766, 2011;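 active = inhibition above the mean over all tested compounds plus 3 SD, cut at about 4.2% in these data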;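 note: 0% = DAX1-transfected cells with DMSO and 100% = empty-vector control cells with DMSO; inhibition shows as a rise in luminescence from relieved DAX1 repression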
# Target sequence (P51843 207-470 limits assumed): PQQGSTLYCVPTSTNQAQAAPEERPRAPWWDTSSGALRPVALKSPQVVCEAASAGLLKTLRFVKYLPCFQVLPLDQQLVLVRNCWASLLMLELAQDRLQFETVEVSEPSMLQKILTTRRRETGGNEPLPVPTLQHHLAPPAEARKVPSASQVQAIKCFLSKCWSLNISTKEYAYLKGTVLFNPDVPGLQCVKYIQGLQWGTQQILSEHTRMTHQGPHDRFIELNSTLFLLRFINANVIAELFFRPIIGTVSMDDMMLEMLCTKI
# hcDAF-12 act: H. contortus DAF-12 nuclear receptor activators, primary screen, cell-based, luminescence, HEK293, lit1-tk-luc reporter | HEK293 hcDAF-12 lit1-tk-luc reporter; 0% DMSO, 100% Δ7-dafachronic acid | activation, % at 6.8 µM | actives 1.4% (n = 370,000);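 active = activation above the mean of all tested compounds plus 3 SD, cut at about 5.5% in these data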;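 note: 100% = response to 3 µM Δ7-dafachronic acid high control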
# DAX1 inh-2: DAX1 (NR0B1) inhibitors on StAR promoter, primary screen, cell-based, luminescence, SF-1 (NR5A1), full-length DAX-1 | HEK293T StAR-luciferase reporter, SF-1/DAX-1 repression relief | AID 652010, 2013 | actives 1.1% (n = 370,000) | inhibition, % at 6.8 µM;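 active = inhibition above the mean over all tested compounds plus 3 SD, cut at about 3.6% in these data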;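 note: 0% = DAX-1 cells with DMSO and 100% = cells lacking DAX-1 with DMSO; higher inhibition means more luminescence from relief of DAX-1 repression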
# ADAM17 inh: ADAM17 inhibitors, primary screen, biochemical, QFRET; Disintegrin and metalloproteinase domain-containing protein 17 (Homo sapiens), P78536; inhibition, % at 6.95 µM; actives 0.83% (n = 370,000); recombinant ADAM17, EDANS/DABCYL FRET peptide cleavage;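 active = inhibition above the mean of compounds lying between control limits plus 3 SD, set per campaign, cut at about 8.5% in these data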;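 note: 0% = DMSO-only wells as the low control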
# Target sequence (P78536 215-824 limits assumed): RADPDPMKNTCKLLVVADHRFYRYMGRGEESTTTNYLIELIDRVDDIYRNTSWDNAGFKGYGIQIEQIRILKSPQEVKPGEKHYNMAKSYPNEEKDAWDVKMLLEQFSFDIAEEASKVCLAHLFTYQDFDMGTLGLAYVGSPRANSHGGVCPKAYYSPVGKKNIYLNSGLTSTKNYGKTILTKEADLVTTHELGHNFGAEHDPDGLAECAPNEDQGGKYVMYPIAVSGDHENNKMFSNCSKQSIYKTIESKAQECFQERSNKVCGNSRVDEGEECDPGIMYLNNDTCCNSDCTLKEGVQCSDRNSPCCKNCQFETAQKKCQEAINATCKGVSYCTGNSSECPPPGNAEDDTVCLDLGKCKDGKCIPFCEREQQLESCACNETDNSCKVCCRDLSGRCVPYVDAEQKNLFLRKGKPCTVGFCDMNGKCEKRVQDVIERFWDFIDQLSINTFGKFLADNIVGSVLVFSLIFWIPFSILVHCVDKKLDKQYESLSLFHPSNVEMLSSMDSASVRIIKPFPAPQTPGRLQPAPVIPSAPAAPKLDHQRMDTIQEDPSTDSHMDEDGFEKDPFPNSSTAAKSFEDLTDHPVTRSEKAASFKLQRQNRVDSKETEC
# PLC-gamma1 inh: PLC-gamma1 enzyme inhibitors, primary screen, biochemical, fluorescence, purified enzyme | inhibition, % at 12.2 µM | actives 0.84% (n = 370,000) | fluorogenic substrate | 1-phosphatidylinositol 4,5-bisphosphate phosphodiesterase gamma-1 (Homo sapiens), P19174; in the data active = inhibition above about 9.5%
# ssDAF12 agonist: S. stercoralis DAF-12 nuclear receptor activators, primary screen, cell-based, luminescence, HEK293, GRIP1 co-expression, lit1-tk-luc. AID 652126, 2013. Nuclear hormone receptor DAF-12 (Strongyloides stercoralis). actives 1% (n = 370,000). activation, % at 6.8 µM. HEK293 ssDAF-12/GRIP1 lit1-tk-luc reporter; % of 3 µM dafachronic acid response;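 active = activation above the mean over all tested compounds plus 3 SD, cut at about 0.9% in these data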;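 note: 0% = DMSO-only wells and 100% = 3 µM delta7-dafachronic acid wells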
# PLC-beta3 inh: human PLC-beta3 inhibitors, primary screen, biochemical, fluorescence; Purified PLC-beta3, fluorogenic substrate; inhibition, % at 12.2 µM; actives 0.18% (n = 370,000); AID 720704, 2013; in the data active = inhibition above about 11%;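 note: 0% = median of compound wells on plate and 100% = full blocker control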
# An asterisk follows results filed as active; i = inactive; / = not tested or not shown; & = joins results of further samples.
SMILES,hgDAF-12 ag,Rev-erbA mod,SMARCA2 act,MBD2 inh,DAX1 inh-1,hcDAF-12 act,DAX1 inh-2,ADAM17 inh,PLC-gamma1 inh,ssDAF12 agonist,PLC-beta3 inh
CC1(C(=O)NS(=O)(=O)C2CC2)CCN(C(=O)COCc2ccccc2)C1 (centres undefined),-0.1,11,-2,2,/,-1.8,0.1,-3,4,-0.8,-1
N#Cc1nc(-c2cccs2)oc1NCC1CCCO1 (centres undefined),-2.6,/,1,-3,0.9,0.0,-0.3,i,i,-1.1,i
Nc1ccc2ccc(N)cc2c1,-4.0,11,13*,-2,/,-0.5,-2.2,3,-74,-1.3,-119
CC(=O)N1C[C@H]2CON(C)[C@H]2C[C@H]1c1cccc(-c2ccccc2C)c1,-13,4,-7,0,-0.4,-5.4,-0.7,0,1,-1.8,3
Cc1ccc(SC[C@H](c2ccccc2)N2CCN(CC(C)C)CCC2=O)cc1,2.3,2,3,-3,0.5,1.3,0.0,-6,0,-0.3,-1
C=CCn1c(SCC(=O)NCc2ccc3c(c2)OCO3)nc2scc(-c3ccccc3)c2c1=O,2.0,20,1,7,2.5,0.5,-0.5,-9,-5,-0.9,2
C#CCOCCOCCOCCNc1nc(N2CCN(C(=O)[C@H](CCCCN)n3cc(CN)nn3)CC2)nc(N2CCN(C(=O)[C@H](CCCCN)n3cc([C@@H](N)[C@H](C)CC)nn3)CC2)n1,-0.1,-4,-1,-3,0.7,-0.1,-0.2,-3,3,-1.0,2
Cc1cc(/C=C(\C#N)C(=O)NCc2ccco2)c(C)n1-c1ccc(C(=O)O)cc1,-1.8,4,3,1,-0.3,-0.8,0.0,-5,-26,-1.2,-32
O=C(CN1C(=O)c2cccc3cccc1c23)Nc1ccc(S(=O)(=O)N2CCOCC2)cc1,-0.5,3,0,-4,-0.1,-1.9,-1.4,-20,-390,-1.9,-494
COc1cccc(/C=N/c2nc3ccccc3n2C)c1O,-0.9,9,1,-1,0.6,1.8,0.6,5,-1,-0.6,-10
COc1ccc(CNS(=O)(=O)/C=C/c2cc(C)ccc2CNC(=O)OC(C)(C)C)cc1,-4.9,-4,-6,-5,/,-3.8,-2.2,4,3,-1.9,2
N#CCCn1cc(C(=O)Nc2ccc(C(=O)O)cc2)c(-c2ccc([N+](=O)[O-])cc2)n1,-2.9,0,-2,-2,0.2,-0.5,-0.2,3,0,-1.4,4
O=C(CSc1nc(=O)n(Cc2ccccn2)c2c1CCC2)Nc1ccc(F)cc1F,-2.8,-1,-2,-5,0.0,-1.0,-1.4,2,13*,-0.2,7
CCCCc1ncc(CN2CCC(n3nccc3NC(=O)C(OC)c3ccccc3)CC2)[nH]1 (centres undefined),-0.2,-3,2,-1,0.0,-0.8,-2.3,0,1,-0.9,-7
O=C(/C=C/[C@H]1O[C@@H](n2cnc3c(NC(=O)c4ccccc4)ncnc32)[C@H](O)[C@@H]1O)NCC1CCCO1 (some centres undefined),0.3,-6,-5,-8,/,-0.1,1.2,-2,1,-0.9,1
Cc1cc(F)ccc1S(=O)(=O)N1CCCCC1CCNC(=O)C(=O)NCc1ccccn1 (centres undefined),-0.7,-3,-2,1,-1.3,-0.7,0.8,7,5,-1.5,3
COc1ccc(N(C)S(=O)(=O)c2ccc(Cl)c(C(=O)NCCc3ccc(Cl)cc3)c2)cc1,-1.8,1,-4,1,-1.7,-2.4,-1.6,-1,-1,-1.6,1
NC(=O)NC(=O)Nc1ccccc1Cl,-1.0,4,-2,3,-0.7,-1.1,0.2,4,6,-0.3,6
NC(=O)C1CCN(C(=O)COc2ccc3c4c(c(=O)oc3c2)CCCC4)CC1,5.5,7,2,0,2.5,-0.6,-2.0,-123,-30,-0.4,-33
O=C(c1ccccc1F)N1CCN(Cc2ccccc2F)CC1,-1.6,0,-2,8,-1.1,-2.9,0.5,-4,5,-1.0,6
Cc1cc(C)cc(N2Cc3ccccc3C2)c1,-2.6,-1,1,-3,0.1,-0.1,0.6,-1,2,-1.0,3
COc1ccc(CCn2cc(C#N)c(=O)[nH]c2=O)cc1OC,1.0,3,0,-1,-0.6,-0.3,-0.3,1,1,-1.3,4
COc1ccc(NC(=O)N(C)C[C@@H]2OCc3cn(nn3)CCCC(=O)N([C@H](C)CO)C[C@H]2C)cc1,-5.7,5,-1,17*,1.0,-1.9,-6.7,-7,0,-1.1,0
CC1(C)CC(=O)C(C#N)=C(NCCCO)C1,-2.6,-3,0,2,-0.3,-1.2,1.4,-4,1,-1.1,-3
CCOc1ccc(-n2c(SCC(N)=O)nc3c([nH]c4ccccc43)c2=O)cc1,-0.6,-3,0,6,1.5,3.6,1.1,-2,3,0.2,0
O=C(CCC1CCCC1)NCCS(=O)(=O)N1CCN(c2ccccc2)CC1,-2.4,-1,-3,-4,-0.6,-0.9,-1.2,0,6,-1.0,-8
CCCc1ccc(C(=O)NNC(=O)c2ccc(Br)cc2)cc1,0.8,-6,1,15*,0.3,-1.9,0.3,0,4,-1.2,2
CC1CCCN(C(=O)C2CCN(S(=O)(=O)c3cccs3)CC2)C1 (centres undefined),2.8,-1,-2,-3,0.1,0.9,3.2,-6,-2,-1.2,-6
Nc1ccc(S(=O)(=O)O)cn1,-0.9&-0.4&-3.1,5&3&7,-2&-4&-2,-4&5&2,1.1&0.0&1.4,-1.6&0.7&-2.4,0.0&0.9&0.2,-2&-5&-3,1&-2&1,-1.6&-1.3&-1.0,-2&-5&4
COc1ccc2c(c1)CCc1c(C(=O)NCc3cccnc3)noc1-2,0.1,3,10*,-6,2.4,-0.1,-0.2,-2,1,-0.9,0
COCCNC(=O)C1(C)CCN(C(=O)C2(c3ccc(Cl)cc3)CCCC2)C1 (centres undefined),0.3,-3,-4,-3,/,-2.1,0.0,-1,4,0.5,5
COC(=O)C1=C(C(=O)OC)[C@@H]2N(C)c3ccccc3[C@@]23C[C@@H](C(=O)OC)N=C3N1,-1.5,1,1,-4,-1.1,-0.5,-0.4,-3,-1,-1.1,1
Cc1c(C(=O)OCc2nc3scc(-c4ccccc4)c3c(=O)[nH]2)cccc1[N+](=O)[O-],0.7,3,-3,4,-0.9,-2.2,-0.6,0,-7,-0.8,-6
Cn1c(N)c(N2CCN(c3ccccc3)CC2)c(=O)[nH]c1=O,-1.3,5,1,0,-0.4,-1.9,-0.8,0,1,-1.4,1
O=C(CCCN1C(=O)c2ccccc2C1=O)NCc1cccnc1,0.5,-2,7,-1,3.0,-0.6,-0.4,0,0,-1.5,1
Cc1ccc(SCCC(=O)OCn2nnc3ccccc3c2=O)cc1,-0.3,4,-1,-4,0.5,-1.2,0.3,6,4,-1.4,-1
CC1CC(C)CN(CC(=O)N2CCOCC2)C1 (centres undefined),-0.6,-4,-3,-5,1.6,2.0,-0.6,-5,-1,-1.3,-4
CCC1Oc2ccccc2N(CC(=O)Nc2ccc3c(c2)OCCO3)C1=O (centres undefined),5.6,2,2,-5,0.5,0.1,-0.8,0,1,-1.4,3
COc1ccc(C(=O)NNC(=O)C23CC4CC(CC(C4)C2)C3)cc1OC,-1.8,8,4,1,-0.9,-1.1,-0.4,-1,2,-1.6,2
O=C(CCSCc1ccccc1Cl)NC1CCCC1,-0.2,0,2,11,0.7,2.9,-0.4,-3,3,-1.3,4
CCOC(=O)c1c(C)n(-c2ccccc2)c2ccc(O)cc12,-1.3,8,-5,-5,-0.3,-2.3,-1.3,0,-6,-2.0,-10
CN(C)C(=O)c1ccc(-c2nnc(NCc3ccccc3)c3ccccc23)cc1,-3.9,2,-6,-1,-1.0,-3.0,-0.7,-1,-4,-1.2,-11
CCOC(=O)N1CCC(n2c(SCC(=O)Nc3ccccc3OC)nc3ccccc3c2=O)CC1,-4.7,-2,2,-4,-0.9,-3.6,-1.6,10*,-4,-2.8,0
O=C(/C=C/c1ccccc1)Nc1ccc(NC(=O)c2cccs2)cc1,-2.2,-1,-4,-1,-0.7,-3.4,-0.3,-2,8,-1.5,7
C[C@H]1COC(=O)CCCC/C=C\C[C@H](CC(=O)N(CCO)Cc2ccccc2)C(=O)N1,0.9,-1,-2,0,0.8,-0.2,-0.1,4,5,-1.2,6
CCn1ncc(CN2CCC(Oc3ccc(C(=O)N4CCCC4)cc3)CC2)c1C,-0.3,5,-2,-4,1.4,-1.8,0.1,0,1,-1.2,-3
Fc1ccccc1OCCSc1nc2ccccc2o1,3.5,2,1,-1,2.4,0.5,0.4,-3,3,-1.2,-2
COc1cccc(/C=N/Nc2snc(SC)c2C#N)c1,2.5,4,0,-6,-0.3,3.3,1.6,1,-82,-0.5,-77
Cc1ccnn1CCC(=O)N1CCCC(Nc2ccc(F)c(F)c2)C1 (centres undefined),-1.6,0,-2,7,-0.5,-2.5,-2.0,0,2,-1.7,-12
COc1cccc(C(O)c2nc(-c3cnn(C)c3)cs2)c1 (centres undefined),-0.5,-2,-3,0,/,1.0,0.7,-2,-5,-1.5,-1
COc1ccc(-c2noc(-c3ccccc3C(=O)NCC3CCCO3)n2)cc1 (centres undefined),0.2,0,-1,3,-1.3,1.3,-0.2,-3,1,-0.1,-2
COCc1c(C(=O)Nc2nnc(C3CC3)s2)oc2ccccc12,-0.6,-1,3,-8,1.9,1.6,0.0,4,-54,-1.2,-72
ClCC1=Nc2ccccc2Cc2ccccc21,-2.6,-2,-2,-1,/,-2.2,-0.6,-8,-23,-1.5,-26
CCCCOc1ccc(S(=O)(=O)NNC(=O)C2Cc3c(ccc4ccccc34)O2)cc1 (centres undefined),0.6,4,-1,0,-1.2,-1.9,-0.6,6,-8,-0.8,-5
C[C@H](NC(=O)C1CCN(S(=O)(=O)c2ccccc2)CC1)C(=O)NCc1ccc(Cl)cc1Cl,0.6,1,-5,-2,-1.6,-3.1,-0.6,1,-2,-1.7,-9
